HGIII-sPLA2 inh: human group III sPLA2 inhibitors, primary screen, biochemical, QFRET, BODIPY PC-A2 liposome substrate. QFRET BODIPY PC-A2 liposome hydrolysis, fluorescence. inhibition, % at 12.2 µM. 370,000 compounds, 0.56% hits;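 active means inhibition above mean plus 3 SD of compounds lying within the high and low control bounds, cut at about 19% in these data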;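 further: 0% = median of test compound wells and 100% = no enzyme DMSO wells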
DAX1 inh-1: DAX1 (NR0B1) inhibitors, primary screen, cell-based, HEK293, Gal4-DAX1, luciferase luminescence. Nuclear receptor subfamily 0 group B member 1 (Homo sapiens), P51843. AID 504766, 2011. HEK293 Gal4-DAX1 luciferase reporter. 340,000 compounds, 0.99% hits. inhibition, % at 6.75 µM;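 active means inhibition above the mean over all tested compounds plus 3 SD, cut at about 4.2% in these data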;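 further: 0% = DAX1-transfected cells with DMSO and 100% = empty-vector control cells with DMSO; inhibition shows as a rise in luminescence from relieved DAX1 repression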
Target sequence (P51843 207-470 limits assumed): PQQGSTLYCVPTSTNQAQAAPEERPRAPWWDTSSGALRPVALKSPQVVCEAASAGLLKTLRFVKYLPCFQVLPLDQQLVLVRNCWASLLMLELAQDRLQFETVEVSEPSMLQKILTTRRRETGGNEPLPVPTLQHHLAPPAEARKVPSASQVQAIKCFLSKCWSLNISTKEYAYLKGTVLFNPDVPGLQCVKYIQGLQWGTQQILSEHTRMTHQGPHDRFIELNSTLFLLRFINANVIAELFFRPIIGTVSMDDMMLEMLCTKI
PLC-beta3 inh: human PLC-beta3 inhibitors, primary screen, biochemical, fluorescence; 1-phosphatidylinositol 4,5-bisphosphate phosphodiesterase beta-3 (Homo sapiens), Q01970; Purified PLC-beta3, fluorogenic substrate; inhibition, % at 12.2 µM; 370,000 compounds, 0.18% hits; in the data active means inhibition above about 11%;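 further: 0% = median of compound wells on plate and 100% = full blocker control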
PLCg1 inh: PLC-gamma1 enzyme inhibitors, primary screen, biochemical, fluorescence, purified enzyme | 1-phosphatidylinositol 4,5-bisphosphate phosphodiesterase gamma-1 (Homo sapiens), P19174 | fluorogenic substrate | inhibition, % at 12.2 µM | 370,000 compounds, 0.84% hits; in the data active means inhibition above about 9.5%
ssDAF-12 act: S. stercoralis DAF-12 nuclear receptor activators, primary screen, cell-based, luminescence, HEK293, GRIP1 co-expression, lit1-tk-luc. HEK293 ssDAF-12/GRIP1 lit1-tk-luc reporter; % of 3 µM dafachronic acid response. activation, % at 6.8 µM. 370,000 compounds, 1% hits. AID 652126, 2013;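 active means activation above the mean over all tested compounds plus 3 SD, cut at about 0.9% in these data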;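 further: 0% = DMSO-only wells and 100% = 3 µM delta7-dafachronic acid wells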
DAX1 inh-2: DAX1 (NR0B1) inhibitors on StAR promoter, primary screen, cell-based, luminescence, SF-1 (NR5A1), full-length DAX-1. inhibition, % at 6.8 µM. HEK293T StAR-luciferase reporter, SF-1/DAX-1 repression relief. 370,000 compounds, 1.1% hits. AID 652010, 2013;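 active means inhibition above the mean over all tested compounds plus 3 SD, cut at about 3.6% in these data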;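 further: 0% = DAX-1 cells with DMSO and 100% = cells lacking DAX-1 with DMSO; higher inhibition means more luminescence from relief of DAX-1 repression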
hcDAF-12 act: H. contortus DAF-12 nuclear receptor activators, primary screen, cell-based, luminescence, HEK293, lit1-tk-luc reporter; activation, % at 6.8 µM; HEK293 hcDAF-12 lit1-tk-luc reporter; 0% DMSO, 100% Δ7-dafachronic acid; 370,000 compounds, 1.4% hits;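 active means activation above the mean of all tested compounds plus 3 SD, cut at about 5.5% in these data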;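 further: 100% = response to 3 µM Δ7-dafachronic acid high control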
ADAM17 inh: ADAM17 inhibitors, primary screen, biochemical, QFRET; Disintegrin and metalloproteinase domain-containing protein 17 (Homo sapiens), P78536; recombinant ADAM17, EDANS/DABCYL FRET peptide cleavage; inhibition, % at 6.95 µM; 370,000 compounds, 0.83% hits; AID 720648, 2013;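 active means inhibition above the mean of compounds lying between control limits plus 3 SD, set per campaign, cut at about 8.5% in these data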;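 further: 0% = DMSO-only wells as the low control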
Target sequence (P78536 215-824 limits assumed): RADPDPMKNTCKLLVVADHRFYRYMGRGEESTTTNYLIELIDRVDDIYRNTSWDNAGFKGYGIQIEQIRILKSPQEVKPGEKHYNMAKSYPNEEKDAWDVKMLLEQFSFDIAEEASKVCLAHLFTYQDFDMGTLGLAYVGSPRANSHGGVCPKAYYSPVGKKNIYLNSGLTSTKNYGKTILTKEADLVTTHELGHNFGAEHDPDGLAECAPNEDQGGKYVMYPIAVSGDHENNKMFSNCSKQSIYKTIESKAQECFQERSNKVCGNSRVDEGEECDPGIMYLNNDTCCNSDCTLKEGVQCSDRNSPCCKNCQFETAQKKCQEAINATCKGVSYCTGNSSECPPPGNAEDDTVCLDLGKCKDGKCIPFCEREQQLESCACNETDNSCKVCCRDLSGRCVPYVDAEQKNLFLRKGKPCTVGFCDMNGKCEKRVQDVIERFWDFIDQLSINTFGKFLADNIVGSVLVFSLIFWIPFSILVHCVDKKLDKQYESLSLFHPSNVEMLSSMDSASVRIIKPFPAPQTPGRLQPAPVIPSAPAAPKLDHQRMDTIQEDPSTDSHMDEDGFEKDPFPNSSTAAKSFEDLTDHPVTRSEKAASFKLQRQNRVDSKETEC
hgDAF12 agonist: H. glycines DAF-12 receptor agonists, primary screen, cell-based, luminescence, HEK293, GAL4 fusion, UAS-luciferase. Nuclear hormone receptor DAF-12 (Heterodera glycines), GAL4 fusion. HEK293 GAL4-hgDAF12 UAS-luciferase reporter, agonist luminescence; normalized to butyrate control. activation, % at 6.8 µM. 370,000 compounds, 1.8% hits. AID 687014, 2013;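 active means activation above a cutoff set at the mean of all screened compounds plus 3 SD, cut at about 10% in these data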;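 further: 0% = DMSO wells and 100% = sodium butyrate wells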
FXN GAA850 act: FXN promoter activators, primary screen, cell-based, luciferase luminescence, HEK293 lucGAA850; HEK293 lucGAA850 FXN promoter luciferase reporter, 24 h; percent of 10 µM SAHA response; activation, % at 6 µM; 360,000 compounds, 0.56% hits; AID 540364, 2011;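 active means activation above the average of all compounds screened plus 3 SD, cutoff fixed separately per campaign, cut at about 7.5% in these data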;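 further: 0% = DMSO wells and 100% = 10 µM SAHA wells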
ADAM10 inh: human ADAM10 inhibitors, primary screen, biochemical, QFRET, HTS. Disintegrin and metalloproteinase domain-containing protein 10 (Homo sapiens), O14672. recombinant ADAM10, EDANS/DABCYL FRET peptide cleavage, 3 h. inhibition, % at 7 µM. 370,000 compounds, 0.62% hits;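 active means inhibition above a per-campaign cutoff equal to the mean of compounds falling between control-based bounds plus 3 SD, cut at about 20% in these data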;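 further: 0% = DMSO wells while the 100% control is not disclosed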
An asterisk follows results filed as active; i = inactive; x = not tested or not shown.

SMILES | HGIII-sPLA2 inh | DAX1 inh-1 | PLC-beta3 inh | PLCg1 inh | ssDAF-12 act | DAX1 inh-2 | hcDAF-12 act | ADAM17 inh | hgDAF12 agonist | FXN GAA850 act | ADAM10 inh
CCN1C=CC2=C(C#N)C(N)C(C#N)(C#N)C(c3ccccc3C(F)(F)F)C2C1 (configuration not stated) | -12 | 1.1 | -274 | -232 | -1.1 | -0.3 | -1.4 | -105 | 1.6 | -1.0 | -319
Clc1cccc(Cl)c1C[n+]1cccc2ccccc21 | -2 | 0.1 | -11 | -5 | -1.3 | -0.6 | -0.2 | -9 | -4.4 | 0.1 | -23
CCN1C(=O)[C@H]2[C@@H](c3ccc(C)cc3)N3C(=O)N(c4cccc(Br)c4)C(=O)[C@@]3(CC(C)C)[C@H]2C1=O | -7 | -0.2 | 3 | 2 | -0.7 | -0.1 | -1.0 | 0 | -2.2 | 16* | 7
Cc1cccc(NC(=O)CCN2CCOCC2)c1 | 9 | -1.6 | 6 | 4 | -0.2 | 0.7 | 0.7 | -8 | 1.7 | 2.0 | -3
CCCCC(=O)N/N=C(/C)C1=C(C)C(C)(C)OC1=O | 5 | 2.2 | -9 | -2 | -1.8 | 0.8 | 0.5 | -3 | -0.6 | 0.5 | -7
COc1ccc(S(=O)(=O)Nc2cc3c4c(c2)CCC(=O)N4CCC3)cc1C | -1 | -1.1 | -3 | -2 | -0.7 | 0.8 | 0.3 | 0 | 0.2 | -0.2 | 0
FC(F)(F)c1ccc(Cn2ccc3ccc(-c4ccc5ccn(Cc6ccccc6)c5c4)cc32)cc1 | 17 | x | -60 | -62 | 0.7 | -0.2 | 1.2 | -8 | 1.2 | x | -23
O=S(=O)(c1ccc(F)cc1)N1CCCc2nc(-c3ccc(Br)cc3)ccc21 | -2 | x | 2 | 1 | -1.0 | -0.9 | 0.8 | -1 | 3.5 | x | -7
O=C(Nc1cccc2cccnc12)c1ccc(Br)o1 | 2 | 0.2 | -16 | -2 | -1.1 | -1.1 | 0.2 | -5 | 1.2 | 2.0 | -5
COc1ccc(CCNS(=O)(=O)c2ccc3c(c2)NC(=O)CCS3)cc1OC | 1 | -0.6 | -50 | 0 | -1.5 | -0.8 | 2.5 | 0 | -2.5 | -3.4 | 9
COc1ccccc1OCC(=O)N1CCCC(Nc2ccc(C)c(C)c2)C1 (configuration not stated) | 2 | -0.2 | -2 | 0 | -1.1 | 0.2 | -1.2 | 1 | 1.2 | 2.3 | -1
CC(=O)c1ccc(S(=O)(=O)N2CCN(C)CC2)cc1 | 1 | 1.8 | -6 | 2 | -1.0 | -0.3 | -2.2 | 0 | -0.3 | 1.1 | -1
CCc1c(C)nc2ncnn2c1N1CCCC(C(=O)Nc2cc(F)ccc2C)C1 (configuration not stated) | 5 | -1.5 | -4 | 4 | -1.2 | -1.5 | -2.1 | 0 | -2.8 | 1.7 | 3
O=C(C1CC(=O)N(c2ccc(F)c(Cl)c2)C1)N1CCOCC1 (configuration not stated) | -1 | 0.3 | 6 | 1 | -0.6 | -0.2 | -0.1 | 0 | 0.1 | -0.2 | -6
Cc1ccc(NC(=O)C2=CC=CN3CCS(=O)(=O)N=C23)cc1 | -5 | 0.1 | -2 | 0 | -0.4 | 0.2 | 1.1 | 1 | 0.7 | 2.1 | 6
CC(C)c1ccc(OCC(=O)N(Cc2ccccc2)c2ccccn2)cc1 | -11 | 0.0 | 0 | 2 | -1.6 | -0.2 | 0.8 | 1 | 1.7 | 1.5 | 4
CCn1c(C)nc2c(=O)oc3ccccc3c21 | 4 | 1.0 | 1 | -3 | -1.6 | -0.5 | -0.3 | -3 | -1.2 | -6.9 | 3
O=C(O)c1cccc(Nc2nc(-c3ccccc3)nc3ccccc23)c1 | -32 | 0.2 | -252 | -155 | -1.0 | 0.1 | -0.3 | 2 | 2.7 | 1.6 | 2
CCN(CC)CCNC(=O)Cn1nc(-c2ccccc2)c2ccccc2c1=O | 1 | 0.4 | 0 | 0 | -0.9 | -0.2 | 0.1 | -2 | 1.3 | 0.4 | -3
COc1cc2c(C(=O)NCCCN3CC(C)CC(C)C3)cn(CC(C)C)c(=O)c2cc1OC (configuration not stated) | 0 | 0.8 | 2 | 2 | -1.2 | 0.7 | -1.3 | -2 | -1.5 | 1.9 | -9

Single entries from the results shown.
`CCc1c(C)nc2ncnn2c1N1CCCC(C(=O)Nc2cc(F)ccc2C)C1` (configuration not stated) in FXN GAA850 act shows 1.7
`COc1ccccc1OCC(=O)N1CCCC(Nc2ccc(C)c(C)c2)C1` (configuration not stated) in ssDAF-12 act shows -1.1
`CCN1C(=O)[C@H]2[C@@H](c3ccc(C)cc3)N3C(=O)N(c4cccc(Br)c4)C(=O)[C@@]3(CC(C)C)[C@H]2C1=O` in ssDAF-12 act shows -0.7
`CCCCC(=O)N/N=C(/C)C1=C(C)C(C)(C)OC1=O` in PLC-beta3 inh shows -9

Printed as active in FXN GAA850 act (from the list above):
smiles,HGIII-sPLA2 inh,DAX1 inh-1,PLC-beta3 inh,PLCg1 inh,ssDAF-12 act,DAX1 inh-2,hcDAF-12 act,ADAM17 inh,FXN GAA850 act,ADAM10 inh
CCN1C(=O)[C@H]2[C@@H](c3ccc(C)cc3)N3C(=O)N(c4cccc(Br)c4)C(=O)[C@@]3(CC(C)C)[C@H]2C1=O,-7,-0.2,3,2,-0.7,-0.1,-1.0,0,16*,7

Continuation:
SMILES | HGIII-sPLA2 inh | DAX1 inh-1 | PLC-beta3 inh | PLCg1 inh | ssDAF-12 act | DAX1 inh-2 | hcDAF-12 act | ADAM17 inh | hgDAF12 agonist | FXN GAA850 act | ADAM10 inh
O=C(Nc1ccc(Cl)cn1)c1ccc(Br)c(S(=O)(=O)N2CCCCC2)c1 | -1 | -0.8 | 0 | 0 | -1.0 | -0.2 | -1.0 | -2 | -2.1 | 2.5 | -1
Fc1cccc(Cl)c1CNCc1cccnc1 | 0 | 2.8 | 0 | -1 | -1.8 | 0.3 | 0.2 | -1 | -1.1 | -1.5 | 1
CCc1nnc(NC(=O)c2cnccn2)s1 | 1 | 1.6 | -1 | 0 | -0.9 | -0.1 | -0.3 | 1 | 0.0 | 1.7 | 1
Cc1noc(C)c1COc1cccc(C(=O)OCCOc2ccc(F)cc2)c1 | -33 | -0.2 | -3 | 0 | -1.5 | -0.5 | 1.5 | 5 | 1.6 | -1.4 | 26*
O=C(NNc1ccc([N+](=O)[O-])cc1)c1ccco1 | 2 | 0.0 | -2 | 4 | -0.9 | -1.0 | 3.2 | -1 | -1.5 | 1.7 | 2
Cc1nc2c(C#N)c[nH]n2c(=O)c1CCO | 11 | -0.7 | 7 | 7 | -1.0 | 0.1 | 0.1 | 3 | 2.2 | 0.7 | 7
Cc1noc(NS(=O)(=O)c2ccc(NC(=O)C(F)(F)C(F)(F)C(F)(F)F)cc2)c1C | 2 | x | -8 | 0 | -1.1 | 0.3 | -1.2 | -4 | -0.6 | 1.8 | -4
O=C(CNS(=O)(=O)c1ccc(F)cc1)Nc1ccc(C(F)(F)F)cc1 | -26 | 1.0 | 4 | 5 | -0.7 | -0.7 | -1.9 | 2 | -3.3 | 3.2 | 8
COc1ccc(S(=O)(=O)/N=C2\C=C(Nc3ccc(O)cc3)C(=O)c3ccccc32)cc1 | -39 | -3.7 | 4 | 18* | -3.1 | -2.5 | -7.9 | 7 | -15 | -15 | 20
CC(=O)Nc1ccc(C(=O)NNC(=O)CCc2ccccc2)cc1 | 2 | 1.8 | 5 | 8 | -1.4 | -0.4 | -1.7 | 3 | -2.0 | -0.5 | 5
C/C(=N\Nc1nccnc1Cl)c1ccc(Br)cc1 | 12 | 0.6 | -12 | -6 | 0.1 | 1.9 | 5.8* | -2 | 17* | 5.3 | 1
O=C(NCc1ccccc1Cl)C1CCC(=O)N(C2CC2)C1 (configuration not stated) | 7 | -0.4 | -3 | 4 | -0.4 | -0.1 | -1.0 | -2 | -0.5 | 1.5 | -13
Cc1ccc(N(CCC#N)C(=O)COC(=O)C2=COCCO2)cc1 | 6 | 0.2 | -7 | 2 | -0.9 | 0.3 | -0.7 | 1 | 0.7 | 1.8 | -12
COc1cc(OC)cc(-c2c(-c3cccs3)c3cc(-c4ccc(OC)c(OC)c4)ccc3n2C)c1 | 2 | -1.4 | -117 | -82 | -1.3 | 0.2 | -2.4 | -15 | -0.9 | 0.6 | -35
Nc1ccc2c(c1)C(=O)c1cc(Cl)c(Cl)cc1-2 | 31* | 0.3 | 0 | 0 | -0.1 | -1.5 | 4.7 | -5 | 2.1 | -0.5 | -12
CC(C)NS(=O)(=O)c1ccc(CCC(=O)N2CCCCC2)cc1 | 0 | 0.2 | -3 | -1 | -1.2 | -0.1 | -1.6 | -3 | -0.6 | 3.2 | -2
CC(COc1cccc(Cl)c1)CN1CCC(C(O)(c2ccccc2)c2ccccc2)CC1 (configuration not stated) | -19 | x | 3 | 5 | -0.8 | 0.1 | -1.1 | 7 | 3.1 | x | 12
[O-][n+]1onc2c1CCc1c-2nn(-c2ccccc2Cl)[n+]1[O-] | -6 | -1.3 | 1 | -1 | -1.2 | -1.1 | -0.8 | -4 | 1.5 | -11 | -2
CCOc1nc(S(=O)(=O)c2ccc(C)cc2)c(Cl)s1 | -4 | -1.4 | 1 | 0 | -0.8 | -0.8 | -2.0 | 0 | 0.4 | 1.9 | 2
CC(=O)N1CCCc2cc(S(=O)(=O)NC(C(=O)NCc3ccc(C)cc3)C(C)C)ccc21 (configuration not stated) | -1 | 3.3 | 1 | 1 | -1.0 | -0.8 | -0.7 | 2 | 0.2 | -0.6 | 4
COC(=O)c1c(NC(=O)C2(C)Cc3ccccc3C(=O)O2)sc2c1CCCC2 (configuration not stated) | -7 | -1.4 | -5 | -2 | -0.1 | -0.8 | -2.8 | -3 | -3.2 | 0.7 | -2
CC1(C)CC(=O)C(C=NCCN2CCN(CC(=O)Nc3ccccc3)CC2)=C(O)C1 | 4 | -0.2 | 7 | 4 | -1.1 | -0.1 | -3.0 | 2 | -0.5 | 3.5 | 4
CCOC(=O)c1cc2c(=O)n3ccccc3nc2n(C(C)C)c1=NC(=O)c1ccco1 | -3 | 1.1 | i | -469 | -0.9 | -0.3 | 0.2 | i | -0.5 | 3.7 | i

No enrichment for hits; 6.9% or so of the library scored in one or more.
